FECH block: human FECH heme synthesis enzyme inhibition; purified FECH, Ni-mesoporphyrin absorbance 550 nm; calls only at 10 µM (by protocol); 3.3% of 20,000 active;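 active = enzyme reaction rate more than 3 SD below the solvent-only control wells on the same plate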;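 also: lower slope than DMSO wells means FECH inhibition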
Target sequence (P22830 whole entry, looked up): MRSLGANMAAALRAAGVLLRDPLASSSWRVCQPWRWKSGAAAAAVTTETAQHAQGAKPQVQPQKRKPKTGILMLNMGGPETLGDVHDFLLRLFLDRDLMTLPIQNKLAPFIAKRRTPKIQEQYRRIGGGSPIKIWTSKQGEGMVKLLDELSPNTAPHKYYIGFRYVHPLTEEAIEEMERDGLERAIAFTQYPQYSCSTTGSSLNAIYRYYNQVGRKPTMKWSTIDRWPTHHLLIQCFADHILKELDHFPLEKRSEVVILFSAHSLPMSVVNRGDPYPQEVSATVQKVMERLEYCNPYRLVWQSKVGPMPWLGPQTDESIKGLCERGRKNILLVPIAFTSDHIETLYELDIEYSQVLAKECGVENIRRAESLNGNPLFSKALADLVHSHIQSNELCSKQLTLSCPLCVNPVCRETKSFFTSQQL
Calls only; i = inactive; + = active, no number. Not all compounds are listed. The share of hits here may be higher or lower than overall.

SMILES | FECH block
CCOc1cccc(-c2ccc(Cn3ccnc3)cn2)c1 | i
CCC(=O)Nc1nc2n(n1)C(c1c(F)cccc1Cl)C=C(c1ccc(C)cc1)N2 (configuration not stated) | i
CC(=O)N1CCc2nc(C)nc(N3CCOC(C)(C)C3)c2CC1 | i
Cc1cc(C)c(CN2CCN(CC(=O)Nc3cccc(F)c3)S2(=O)=O)c(C)c1 | i
Cc1ccc(NS(=O)(=O)c2cc(N3C(=O)CCS3(=O)=O)ccc2C)cc1Cl | i
COc1cccc(-c2nc(C(N)=O)c3c(n2)n(-c2ccc(C)c(C)c2)c(=O)n3Cc2ccccc2)c1 | i
Cc1cc(F)ccc1CC(=O)N1CCNCC1C(=O)NC1CC1 (configuration not stated) | i
COc1ccc(N2C(=O)CCS2(=O)=O)cc1S(=O)(=O)Nc1cc(C)cc(C)c1 | i
Cc1nonc1OCCNC(=O)Cc1c(C)[nH]c2c(F)cccc12 | i
CCS(=O)(=O)CCNC(=O)[C@@]12CNC[C@@H]1CN(C)C2 | i
CC(=O)c1cccc(NC(=O)CN2CCCN(Cc3ccccc3Cl)S2(=O)=O)c1 | i
CC(CC(=O)Nc1ccc(S(N)(=O)=O)cc1)S(=O)(=O)c1ccc2c(c1)NC(=O)CCS2 (configuration not stated) | i
CCc1ccc(Cn2c(CNS(=O)(=O)c3ccccc3Cl)nc3cccnc32)cc1 | i
c1ccc(OCCn2cnc(-c3ccccc3)c2-c2ncc[nH]2)cc1 | i
Cc1ccc(-n2c(=O)n(Cc3ccccc3)c3c(C(N)=O)nc(-c4cccc(F)c4F)nc32)cc1C | i
CCCOCC1CCN(c2nccc(NC)n2)C1 (configuration not stated) | i
Cc1ccc(Cn2c(CNS(=O)(=O)c3ccc(C)cc3)nc3cccnc32)cc1 | i
Cc1nc2ncnn2c(Sc2ccc(NC(=O)Nc3cc(F)ccc3F)cc2)c1C | i
CCOc1ccc(CN2C(=O)c3oc4ccccc4c3OCC2(C)C(=O)NC2CCCC2)cc1 (configuration not stated) | i
COc1ncccc1-c1ccc(O)c(C(C)=O)c1 | i
Cc1cc(C)n2nc(N(C)S(=O)(=O)c3ccccc3)nc2n1 | i
O=C(NC1CCN(Cc2ccccc2)CC1)c1cccn1-c1nnc(N2CCCCC2)s1 | i
CC1(C(=O)NC2CCCC2)C(=O)n2c(cc3cc(Cl)ccc32)C(=O)N1c1ccccc1 (configuration not stated) | i
O=C(NC1CCCCC1)N1CCC(n2cc(-c3ccccn3)nn2)CC1 | i
O=C(O)c1[nH]ncc1CN1CCCC(C(=O)c2ccc(C(F)(F)F)cc2)C1 (configuration not stated) | i

New compounds follow.
SMILES | FECH block
CC(=O)c1cn(CC(=O)NC2CCC(n3cnnc3)CC2)c2ccccc12 (configuration not stated) | i
CSc1ccc2cc(CN3CCC(N(C)CCO)CC3)c(=O)[nH]c2c1 | i
CN1CCn2nc(C(=O)NCCn3nc(-c4ccccc4)ccc3=O)cc2C1 | i
Cc1ncc(C(=O)NCc2nc3c(s2)CCCC3)c(C)n1 | i
CCCN1CCN(CCNC(=O)C2CCN(c3ccc(-c4ccc(F)cc4)nn3)CC2)CC1 | i
O=C(NCc1cccnc1Oc1ccccc1F)c1n[nH]c2c1CCCC2 | i
CCc1nc(OCC(=O)NCc2cccc(OC)c2)c2c(-c3ccc(F)cc3)noc2n1 | +
Cc1nccn1C(C)c1nc(C2CC2)nn1-c1cccc2cccnc12 (configuration not stated) | i
CC(C)n1cc(C(=O)N2C[C@H]3OC(=O)N(CCN4CCCCC4)[C@H]3C2)cn1 | i
Cc1cccc(C(C(=O)NC2CCN(S(C)(=O)=O)CC2)N(C)C)c1 (configuration not stated) | i
CN1CCC2(CC1)CCN(S(=O)(=O)Cc1ccccc1Cl)C2 | i
Cc1sc(-n2cccc2)c(C(=O)N2CC[C@H]3CC[C@@H](C2)N3)c1C | i
O=c1cc(CN2CCCCCC2)nc2nc(NCc3ccc(Cl)cc3)[nH]n12 | i
Cc1cc(-c2c(-c3ccccc3)ncn2Cc2cn3c(C)cccc3n2)n[nH]1 | i
CC(C)(C(=O)N1CCC2(CCNC(=O)CC2)CC1)c1ccccc1 | i
CCCN1CCN(CCNC(=O)C2CCN(c3ccc(-c4cccc(C)c4)nn3)CC2)CC1 | i
Cc1ccc(C)c(NC(=O)CN2C(=O)CC(c3ccccc3)=Nc3ccccc32)c1 | i
CCc1ccc(NCc2cc(=O)n3[nH]c(NCc4ccc(Cl)cc4)nc3n2)cc1 | i
Cc1nnc(-c2ccccc2-c2cc(F)cc3c2OC(CN)C3)s1 (configuration not stated) | i
Cc1ccc(-c2nc(C)cc(OCC(=O)Nc3ccc(C)c(Cl)c3)n2)cc1 | i
O=C(c1cc(-c2ccc(O)cc2)n[nH]1)N1CC(c2ccncc2)C1 | i
COc1cccc(C(=O)Nc2ccc(Nc3nc(C)cc(N4CCCC4)n3)cc2)c1OC | i
O=C(NCCc1cnc2ccccn12)c1ccccc1C1CCNC1 (configuration not stated) | i
COc1ccc(Cl)c(CN2CCN(c3ncc(F)cn3)CC2)c1F | i
C=CCN(Cc1ccccn1)Cc1ncc[nH]1 | i

Given comma-delimited: seven of the compounds above.
Molecule,FECH block
Cc1ncc(C(=O)NCc2nc3c(s2)CCCC3)c(C)n1,i
Cc1nccn1C(C)c1nc(C2CC2)nn1-c1cccc2cccnc12 (configuration not stated),i
O=c1cc(CN2CCCCCC2)nc2nc(NCc3ccc(Cl)cc3)[nH]n12,i
COc1cccc(C(=O)Nc2ccc(Nc3nc(C)cc(N4CCCC4)n3)cc2)c1OC,i
COc1ccc(Cl)c(CN2CCN(c3ncc(F)cn3)CC2)c1F,i
CC(=O)c1cn(CC(=O)NC2CCC(n3cnnc3)CC2)c2ccccc12 (configuration not stated),i
CCc1ccc(NCc2cc(=O)n3[nH]c(NCc4ccc(Cl)cc4)nc3n2)cc1,i

(more compounds)
SMILES | FECH block
Cc1ccc2[nH]nc(-c3ccc(F)c(CO)c3)c2c1 | i
Cc1ccccc1-c1cc(N2CCN(S(=O)(=O)Cc3ccccc3)CC2)ncn1 | i
CC(C)c1cc(C2CCN(C(=O)C3=NN(C)C(=O)CC3)CC2)[nH]n1 | i
COc1ccc(Cn2c(CNC(=O)CSc3ccccc3)nc3cccnc32)cc1 | i
Cn1c(=O)n(CC(=O)NCc2cccs2)c(=O)c2cnc(-c3ccccc3)nc21 | i
O=C(NC1CC(=O)N(c2ccc(F)cc2)C1)c1ccc(S(=O)(=O)N2CCOCC2)cc1 (configuration not stated) | i
Cc1cccc(C(C(=O)NCCc2sccc2C)N(C)C)c1 (configuration not stated) | i
CCn1c(C2CCCN(C(=O)Nc3ccccc3)C2)nn(CCN(C)C)c1=O (configuration not stated) | i
Cc1cccc(C(C(=O)NCc2nc(C)cc(C(F)(F)F)n2)N(C)C)c1 (configuration not stated) | i
COc1ccc(Cl)cc1NC(=O)NCCn1c(-c2ccncc2)nc2cccnc21 | i
COc1ccc(CCNC(=O)CCc2c(C)nn(-c3cc(N4CCCC4)ncn3)c2C)cc1OC | i
COc1ccc(S(=O)(=O)N2CCN(c3nc(C)cc(N4CCCC4)n3)CC2)cc1OC | i
CCCC(=O)Nc1ccc(CC(=O)NCc2ccc3nonc3c2)cc1 | i
Cc1ccc2nc(C3CCCN3Cc3cc(=O)n4cccc(O)c4n3)[nH]c2c1 (configuration not stated) | i
CC(C)(NC(=O)c1cccs1)C(=O)N1CCCC(c2ccn[nH]2)C1 (configuration not stated) | i
CC(C)CNC(=O)c1nc[nH]c1C(=O)N1CCC(C)CC1 | i
Cc1nn(C)c(Cl)c1CN(C)Cc1noc(CC(C)C)n1 | i
Cc1cccc(-n2c(CN3CCN(S(=O)(=O)c4ccc(C(C)C)cc4)CC3)nc3cccnc32)c1 | i
COc1cccc(CNC(=O)CN2CCCN(Cc3ccccc3Cl)S2(=O)=O)c1 | i
COc1cccc(CN2CC(=O)N(Cc3ccccc3F)c3ccccc3S2(=O)=O)c1 | i
CCCc1cc(N2CCN(c3ccccc3Cl)CC2)n2nc(-c3cccnc3)nc2n1 | i
Cc1cc(Nc2ccccc2)n2nc(-c3cccnc3)nc2n1 | i
CN(CCc1nc2ccc(F)cc2[nH]1)C(=O)[C@@H]1Cc2ccccc2N1 | i
CCOc1ccc(CNC(=O)c2cccn2-c2nnc(N3CCCCC3)s2)cc1 | i
CN1CC2(CCN(CC(=O)N3CCc4ccccc43)C2)OC1=O (configuration not stated) | i

Structures above shown as hits in FECH block:
SMILES | FECH block
CCc1nc(OCC(=O)NCc2cccc(OC)c2)c2c(-c3ccc(F)cc3)noc2n1 | +

Continued:
SMILES | FECH block
CN(C(=O)Cn1c(=O)c2cnc(-c3ccccc3)nc2n(C)c1=O)c1ccccc1Cl | i
Cc1nccn1CCn1ccnc1-c1ccccn1 | i
Cc1cccc(Nc2nc(NCCc3ccccc3)nc3c2cnn3-c2ccccc2)c1 | i
O=C(CCN1CCC(C(O)c2cccs2)CC1)NCc1cccs1 (configuration not stated) | i
Cc1ccc(C(=O)NCCn2c(-c3ccncc3)nc3cccnc32)cc1F | i
O=C1CCCc2occ(C(=O)N3CCc4[nH]nc(Cc5ccccc5)c4C3)c21 | i
Cc1cccc(S(=O)(=O)N2CCN(c3nc(C)cc(Nc4ccccc4)n3)CC2)c1 | i
O=C(c1cn(-c2ccccc2)nn1)N1CCCOC(CN2CCOCC2)C1 (configuration not stated) | i
CCN1C(SCC(=O)N2CCN(c3ccccc3F)CC2)=NS(=O)(=O)c2ccccc21 | i
CN(Cc1cnn(C)c1)C(=O)c1cn(C(c2ccccc2)c2ccccc2)nn1 | i
Cc1ncsc1CCN(C)Cc1ccccc1C(=O)O | i
Cc1cc(C(=O)N(Cc2c(C)nn(C)c2C)C(C)C)nc(C)n1 | i
CC(C)NCc1cc(=O)n2[nH]c(NCc3ccc(F)cc3)nc2n1 | i
O=C1CN(Cc2cccc(Br)c2)S(=O)(=O)c2ccccc2N1Cc1ccc(F)cc1 | i
Cc1ccn2c(=O)cc(COc3cccc(NC(=O)c4cccc(Br)c4)c3)nc2c1 | i
O=C(CN1CCC(c2ccccc2C(=O)O)C1)NCc1ccccn1 (configuration not stated) | i
O=C1CN(Cc2cccc(F)c2)S(=O)(=O)c2ccccc2N1Cc1ccc(Cl)cc1 | i
CCOCCCN1C(=O)c2ccccc2CC1(C)C(=O)NC1CCCCC1 (configuration not stated) | i
Cc1ccccc1NC(=O)c1ccc(=O)n(Cc2ccc(F)cc2)c1 | i
Cc1cccc(-c2cc(N3CCN(C(=O)Nc4ccc5c(c4)OCCO5)CC3)ncn2)c1 | i
CCc1nc(NC(=O)NCc2ccccc2-n2cccn2)nn1C | i
Cc1cc(NC(=O)CC2CCCC2)n(-c2ncnc3c2cnn3-c2ccc(F)cc2)n1 | i
Fc1ccc(C2(c3noc(COc4cccnc4)n3)CCOC2)cc1 (configuration not stated) | i
Cn1cnc(-c2ccccc2)c1-c1cccc2cnccc12 | i
CN1CCC(C)(CNC2CSCCSC2)C1 (configuration not stated) | i

Entries listed so far containing a COOH group, in the order listed:
SMILES | FECH block
O=C(O)c1[nH]ncc1CN1CCCC(C(=O)c2ccc(C(F)(F)F)cc2)C1 (configuration not stated) | i
Cc1ncsc1CCN(C)Cc1ccccc1C(=O)O | i
O=C(CN1CCC(c2ccccc2C(=O)O)C1)NCc1ccccn1 (configuration not stated) | i

Next part:
SMILES | FECH block
Cc1ccc2c(c1)CCCN2C(=O)CN1CCCC1c1cc(C)no1 (configuration not stated) | i
CC(=O)Nc1ccccc1NC(=O)CNC(c1ccco1)C(F)(F)F (configuration not stated) | i
CCC(C)Nc1nc(Nc2ccc(OC)cc2)c2cnn(-c3ccccc3)c2n1 (configuration not stated) | i
O=C(c1cc2n(n1)CCCN(c1ccncc1F)C2)N1CCOCC1 | i
Clc1cc(Cl)cc(-c2ncccn2)c1 | i
COC(=O)c1cc2n(n1)CCN(Cc1cc3ccc(C)cc3[nH]c1=O)C2 | i
Cc1cc(NCc2cc3ccc(F)cc3[nH]c2=O)nc(-c2cccnc2)n1 | i
CCC(=O)Nc1ccc(Nc2nc(C)cc(Nc3ccc(C)cc3)n2)cc1 | i
Cc1cc(N(C)C)nc(Nc2ccc(NC(=O)C(C)C)cc2)n1 | i
COc1ccc(Cn2cc(C(=O)N3CCC(O)(c4ccccc4C)C3)nn2)cc1 (configuration not stated) | i
Cc1ccsc1CN(Cc1c(CO)cnc(C)c1O)C1CC1 | i
COc1cccc(C(=O)NCC2=CCCN(CC(N)=O)C2)c1 | i
CN(C)c1ncnc2c1CCN(C(=O)c1cc3c(Cl)cccc3[nH]1)C2 | i
Cc1cc(CN(C)C(=O)Nc2n[nH]c(Cc3ccccc3)n2)ccn1 | i
CCc1cc(Sc2ccc(NC(=O)Nc3ccc(Cl)cc3)cc2)n2nc(C)nc2n1 | i
Cc1cccc(-c2c(-c3ccccc3)ncn2Cc2cc(C)on2)c1 | i
Cc1ccc(C(C)NC(=O)CN2CCC(OCc3cccnc3)CC2)cc1 (configuration not stated) | i
Cc1cc(N(C)C)nc(N2CCN(S(=O)(=O)c3cc(C)c(C)cc3C)CC2)n1 | i
O=C(CN1CCCN(Cc2ccc(Cl)cc2)S1(=O)=O)Nc1ccc(F)c(Cl)c1 | i
COc1ccc(-c2cc(C(=O)N3CCc4ccccc4C3)[nH]n2)cc1S(N)(=O)=O | i
Cc1nc(CCNC(=O)c2cn(-c3ccccc3)nn2)nc2c1CCC2 | i
Cc1cccc(C(=O)N2CCC(C3=CCN(CC(N)=O)CC3)CC2)c1 | i
CC(C)CC(=O)Nc1nc2n(n1)C(c1ccccc1Cl)C=C(c1ccc(Cl)cc1)N2 (configuration not stated) | i
Cn1cnnc1CC1CCN(C(=O)Nc2cccc3ccccc23)CC1 | i
COc1ccc(-n2ccnc2-c2ccc(Sc3nncn3C)o2)cn1 | i
Cc1ccc(S(=O)(=O)N2CCC(n3c(C)nc4cccnc43)CC2)cc1C | i

Assay outcomes (PubChem)
